GSK3A inh = blockers of GSK3A enzyme activity – biochemical, luminescence, cell-free homogeneous, HTS, primary screen | Glycogen synthase kinase-3 alpha (Homo sapiens), P49840 | GSK-3 alpha kinase, ADP-Glo luminescence, 60 min | inhibition, % at 10 µM | 320,000 compounds, 0.1% hits;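 in the data active means inhibition above about 50%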;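 further: GST-tagged GSK-3 alpha with peptide substrate and 25 µM ATP; 0% = DMSO neutral wells and 100% = GW8510 positive control wells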
aSyn 5UTR inh = MLPCN primary screen, SNCA 5' untranslated region | alpha-synuclein 5'UTR reporter, inhibitor activity | inhibition, % (tested at 7.5 µM) | 300,000 compounds, 0.82% hits | AID 1813, 2009; in the data active means inhibition above about 60%;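 further: H4 neuroglioblastoma cells stably carrying SNCA 5'UTR luciferase fusion; 0% = DMSO wells and 100% = positive control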
HSF1 inhib = HSF1 inhibitors in luciferase reporter cells, primary screen, cell-based, NIH3T3, luminescence. NIH3T3-HGL HSE-luciferase, MG132-induced, luminescence 8 h; stronger effect = lower value. 300,000 compounds, 0.77% hits. AID 2098, 2009. activity change, negative = inhibition, % at 7.5 µM (by protocol);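 active means more than half of replicate wells show activity change below -50%, luminescence cut by over half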;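 further: luciferase reports HSF-1 transcriptional activity via heat shock element; 0% = median of DMSO wells and -100% = zero luminescence signal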
KLF5 inh = KLF5 expression inhibitors, primary screen, DLD-1 cells, luminescence; 290,000 compounds, 0.23% hits; inhibition, % at 5 µM; DLD-1 KLF5 promoter-luciferase reporter; AID 1700, 2009;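 active means inhibition above a per-plate limit of that plate's mean compound inhibition plus 3 SD, cut at about 60% in these data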;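 further: 0% = DMSO wells and 100% = LY294002 at 200 µM; higher means less KLF5 promoter-driven luciferase light; inactives centre near -14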
GSK3beta inhib = human GSK3beta kinase inhibitors, primary screen, biochemical, cell-free homogeneous, HTS. Glycogen synthase kinase-3 beta (Homo sapiens), P49841. GST-GSK3beta kinase, ADP-Glo luminescence, 60 min; stronger effect = lower value. activity score (negative = inhibition), % at 10 µM. 300,000 compounds, 0.038% hits. AID 2097, 2009;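 active means more than half of replicate wells score below -50%, meaning over 50% inhibition versus plate controls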;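 further: 0% = median DMSO wells and -100% = median GW8510 positive control wells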
Target sequence (P49841 whole entry, looked up): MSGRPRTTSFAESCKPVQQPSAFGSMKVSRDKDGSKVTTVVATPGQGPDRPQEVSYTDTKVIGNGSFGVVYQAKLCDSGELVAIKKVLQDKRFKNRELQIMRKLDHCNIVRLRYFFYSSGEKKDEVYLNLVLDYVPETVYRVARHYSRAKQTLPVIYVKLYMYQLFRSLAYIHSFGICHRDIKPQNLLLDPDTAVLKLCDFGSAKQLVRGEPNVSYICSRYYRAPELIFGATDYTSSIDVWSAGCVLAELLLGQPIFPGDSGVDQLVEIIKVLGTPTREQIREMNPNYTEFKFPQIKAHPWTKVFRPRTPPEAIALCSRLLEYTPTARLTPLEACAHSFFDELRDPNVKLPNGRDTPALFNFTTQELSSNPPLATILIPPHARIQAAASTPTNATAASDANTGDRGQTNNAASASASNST
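Test system: GST-tagged human GSK3beta kinase, cell-free; evaluation: activity score scaled between in-plate DMSO and GW8510 controls; measured by: ADP-Glo luminescence; incubation: 60 min reaction, RT; benchmarks: DMSO and 20 µM GW8510; reagent: peptide substrate plus 25 µM ATP (final); medium: Tris/MgCl2 kinase buffer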
HSP90 inh = HSP90 inhibitors, primary screen, cell lysate, luminescence | Heat shock protein HSP 90 (rabbit reticulocyte lysate; luciferase refolding) | Rabbit reticulocyte lysate, luciferase refolding luminescence, 3 h | inhibition, % at 5.6 µM | 290,000 compounds, 0.91% hits;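 active means inhibition above the screen-wide mean plus 3 SD, computed separately per campaign, cut at about 16% in these data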;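 further: 0% = DMSO wells and 100% = 60 µM geldanamycin wells; inhibitors lower the luminescence because luciferase stays unfolded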
HIF act = HIF pathway transcriptional activators, primary screen, cell-based, U2OS HRE-luciferase, luminescence; 300,000 compounds, 0.32% hits; AID 1910, 2009; U2OS HRE-luciferase reporter; normalized: DMSO 0%, desferrioxamine 100%; activation, % at 7.5 µM (by protocol);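 active means mean activation of at least 10% of the iron chelator positive control signal, with at least half of replicates also reaching 10%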
IEC-6 tox = cytotoxicity in IEC-6 intestinal epithelial cells, primary screen, cytotoxicity control for KLF5 inhibitor project, cell-based, luminescence; IEC-6 cytotoxicity, luminescence viability; inhibition, % at 5 µM; 290,000 compounds, 0.78% hits; in the data active means inhibition above about 22%;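 further: 0% = plate median of test compound wells and 100% = cytotoxic reference compound wells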
AI-2 QS modul = Vibrio harveyi AI-2 quorum sensing modulators, primary screen, JMH597 strain, luminescence/OD600 ratio; Vibrio harveyi JMH597 AI-2 luminescence/OD600 ratio, 9 h; stronger effect = lower value; strain lacks LuxN and CqsS sensors; 0 = neutral-control median; activity change, % at 7.5 µM; 300,000 compounds, 0.4% hits; in the data active means activity change below about -75%, passing the limit was not always enough;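 further: luminescence divided by OD600 gain over 9 h not by final OD600 alone; inactives centre near 13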
HSF-1 act = HSF-1 activators, primary screen, NIH3T3-HGL cells, MG132 stress, luminescence, single point. 300,000 compounds, 1.7% hits. AID 504408, 2011. NIH3T3-HGL HSF-1 luciferase reporter, 8 h; 100% = twice DMSO control signal. activation, % at 9 µM;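 active means mean replicate activation of at least 50% with a set share of replicates each reaching 50%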;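 further: 0% = median of the neutral control wells and 100% = twice that signal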
Starred values were filed as active, the others as inactive; / = no result given. The order is random (roughly 4.7% active in at least one column).

SMILES	GSK3A inh	aSyn 5UTR inh	HSF1 inhib	KLF5 inh	GSK3beta inhib	HSP90 inh	HIF act	IEC-6 tox	AI-2 QS modul	HSF-1 act
O=c1c2c3c(sc2ncn1/N=C/c1ccco1)CCCC3	1	-7	-2	-17	3	-5	0.1	0	4	9
CCSc1nnc(Nc2ccccc2)s1	-1	-99	22	-75	-7	-2	3.5	3	4	34
CC(C)Oc1cccc(C(=O)C2CCCN(Cc3cccn3-c3ccccn3)C2)c1 (centres undefined)	2	19	3	11	-1	1	0.1	0	21	-9
Nc1c(NC=O)c(=O)n(Cc2ccccc2)c(=O)n1Cc1ccccc1	0	0	-2	/	4	/	0.1	/	23	6
COc1cccc(-c2nc(CS(=O)(=O)CC(=O)Nc3cc(OC)ccc3OC)c(C)o2)c1	0	20	-1	-15	-2	-3	-0.1	-5	5	8
COC(=O)CSc1nc(C)cc(C(F)(F)F)c1C#N	-1	23	0	-6	0	2	-0.3	-2	17	-12
CSc1cccc(NC(=S)N2CCC(N(C)C3CCCCC3C)CC2)c1 (centres undefined)	-1	13	-3	0	3	2	0.6	1	7	-1
CCCCN(C(=O)Cn1ncc(Cl)c(Cl)c1=O)c1c(N)n(CC(C)C)c(=O)[nH]c1=O	0	-3	19	7	3	-2	-0.1	-6	22	45
CCCCOc1ccc(N(CC(=O)NCCOC)C(=O)CCC(=O)Nc2ccccn2)cc1	-2	-8	-7	-6	3	4	-0.6	4	10	-7
CC(=O)N1N=C(c2ccccc2)CC1c1ccc2c(c1)OCO2 (centres undefined)	1	-27	11	-30	-1	-3	0.3	-1	28	23
CCOCc1nnc(NC(=O)C2CC(=O)N(C3CCCC3)C2)s1 (centres undefined)	0	11	-9	-13	1	-3	0.0	-6	22	-11
CC1CCN(c2ccc(C(=O)NCCc3ccccc3)cn2)CC1	6	-105	15	-67	2	-6	2.5	0	15	19
COc1ccc2nc(C)cc(SCC(=O)OC(C)C)c2c1	-1	-3	10	-10	-2	-3	-0.1	0	18	-3
Cc1ccc(S(=O)(=O)NCC(=O)NCC(=O)N2CCC(C)CC2)cc1	-4	-4	2	-19	2	-1	-0.7	-4	-14	-1
Cc1ccccc1C1NC(=S)NC2=C1C(=O)CCC2 (centres undefined)	-3	-8	4	-4	1	-2	0.1	-7	-14	1
O=C(O)C1CC(=O)n2c(nc3ccccc32)S1 (centres undefined)	-2	-3	-13	-36	2	3	-0.2	1	-3	-1
CCOc1ccc(NC(=O)CN(C)S(=O)(=O)c2cccc3cccnc23)cc1	-3	-9	5	6	-3	2	0.3	-5	17	13
CCCC(C)C(=O)Nc1cccc(NC(C)=O)c1 (centres undefined)	1	2	2	-22	2	0	0.2	-9	19	9
COc1cc(CC(=O)Nc2cc(S(C)(=O)=O)ccc2Cl)cc(OC)c1OC	1	11	11	-26	2	-3	-0.8	6	15	-14
CN(CC(=O)Nc1cccc(F)c1)C(=O)c1ccc2c(c1)OCCO2	0	-49	4	/	1	/	1.9	/	-5	-2
Cc1ccc(C(=O)N2CCOCC2)c(F)c1F	0	17	4	-16	-12	-3	0.0	-1	6	-3
COc1cc(NC(=O)[C@H]2CSCN2C(=O)[C@@H]2CCC(=O)N2)cc(OC)c1OC	-2	-4	-5	-17	-5	1	0.0	2	1	-4
Cc1cc(NC(=O)c2ccc(F)cc2)n(CCOC(=O)c2ccc(F)cc2)n1	-2	-36	-15	-3	3	2	0.2	1	13	-35
O=C1CCCN1CCC(=O)N1CCCC(Nc2ccc(F)c(F)c2)C1 (centres undefined)	-1	6	4	-54	8	-2	1.0	1	3	10
Cc1ccc(N/C=C2/Sc3ccccc3NC2=O)cc1	/	-175	26	-20	0	-1	1.4	16	7	38

15 of the compounds above, with bars between the fields:
Structure | GSK3A inh | aSyn 5UTR inh | HSF1 inhib | KLF5 inh | GSK3beta inhib | HSP90 inh | HIF act | IEC-6 tox | AI-2 QS modul | HSF-1 act
CCCCN(C(=O)Cn1ncc(Cl)c(Cl)c1=O)c1c(N)n(CC(C)C)c(=O)[nH]c1=O | 0 | -3 | 19 | 7 | 3 | -2 | -0.1 | -6 | 22 | 45
CCCCOc1ccc(N(CC(=O)NCCOC)C(=O)CCC(=O)Nc2ccccn2)cc1 | -2 | -8 | -7 | -6 | 3 | 4 | -0.6 | 4 | 10 | -7
CC(=O)N1N=C(c2ccccc2)CC1c1ccc2c(c1)OCO2 (centres undefined) | 1 | -27 | 11 | -30 | -1 | -3 | 0.3 | -1 | 28 | 23
CCOCc1nnc(NC(=O)C2CC(=O)N(C3CCCC3)C2)s1 (centres undefined) | 0 | 11 | -9 | -13 | 1 | -3 | 0.0 | -6 | 22 | -11
CC1CCN(c2ccc(C(=O)NCCc3ccccc3)cn2)CC1 | 6 | -105 | 15 | -67 | 2 | -6 | 2.5 | 0 | 15 | 19
COc1ccc2nc(C)cc(SCC(=O)OC(C)C)c2c1 | -1 | -3 | 10 | -10 | -2 | -3 | -0.1 | 0 | 18 | -3
Cc1ccc(S(=O)(=O)NCC(=O)NCC(=O)N2CCC(C)CC2)cc1 | -4 | -4 | 2 | -19 | 2 | -1 | -0.7 | -4 | -14 | -1
Cc1ccccc1C1NC(=S)NC2=C1C(=O)CCC2 (centres undefined) | -3 | -8 | 4 | -4 | 1 | -2 | 0.1 | -7 | -14 | 1
O=C(O)C1CC(=O)n2c(nc3ccccc32)S1 (centres undefined) | -2 | -3 | -13 | -36 | 2 | 3 | -0.2 | 1 | -3 | -1
CCOc1ccc(NC(=O)CN(C)S(=O)(=O)c2cccc3cccnc23)cc1 | -3 | -9 | 5 | 6 | -3 | 2 | 0.3 | -5 | 17 | 13
CCCC(C)C(=O)Nc1cccc(NC(C)=O)c1 (centres undefined) | 1 | 2 | 2 | -22 | 2 | 0 | 0.2 | -9 | 19 | 9
COc1cc(CC(=O)Nc2cc(S(C)(=O)=O)ccc2Cl)cc(OC)c1OC | 1 | 11 | 11 | -26 | 2 | -3 | -0.8 | 6 | 15 | -14
CN(CC(=O)Nc1cccc(F)c1)C(=O)c1ccc2c(c1)OCCO2 | 0 | -49 | 4 | / | 1 | / | 1.9 | / | -5 | -2
Cc1ccc(C(=O)N2CCOCC2)c(F)c1F | 0 | 17 | 4 | -16 | -12 | -3 | 0.0 | -1 | 6 | -3
COc1cc(NC(=O)[C@H]2CSCN2C(=O)[C@@H]2CCC(=O)N2)cc(OC)c1OC | -2 | -4 | -5 | -17 | -5 | 1 | 0.0 | 2 | 1 | -4
